DAX1 inh-1: inhibits human nuclear receptor DAX1. inhibition, % at 6.75 µM. HEK293 Gal4-DAX1 luciferase reporter, luminescence. AID 504766. 340,000 tested, 0.99% active;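 active = inhibition above the mean over all tested compounds plus 3 SD, cut at about 4.2% in these data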;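 also: 0% = DAX1-transfected cells with DMSO and 100% = empty-vector control cells with DMSO; inhibition shows as a rise in luminescence from relieved DAX1 repression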
Target sequence (P51843 207-470 limits assumed): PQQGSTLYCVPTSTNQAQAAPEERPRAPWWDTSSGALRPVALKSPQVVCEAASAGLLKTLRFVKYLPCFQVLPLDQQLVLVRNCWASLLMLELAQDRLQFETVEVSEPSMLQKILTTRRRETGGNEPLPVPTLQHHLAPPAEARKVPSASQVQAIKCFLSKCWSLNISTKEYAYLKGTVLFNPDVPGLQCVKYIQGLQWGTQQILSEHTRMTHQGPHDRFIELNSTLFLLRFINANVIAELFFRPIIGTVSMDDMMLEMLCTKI
FXN GAA850 act: frataxin GAA850 promoter activation; activation, % at 6 µM; 360,000 tested, 0.56% active; HEK293 lucGAA850 FXN promoter luciferase reporter, 24 h; percent of 10 µM SAHA response;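 active = activation above the average of all compounds screened plus 3 SD, cutoff fixed separately per campaign, cut at about 7.5% in these data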;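 also: 0% = DMSO wells and 100% = 10 µM SAHA wells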
PG9 binder: PG9 antibody binding by small molecule; TR-FRET gp120-PG9 antibody binding; inhibition, % at 6.7 µM; 360,000 tested, 0.43% active; AID 624416; in the data active = inhibition above about 8.5%
hcDAF-12 act: H. contortus DAF-12 activation, primary screen; 370,000 tested, 1.4% active; activation, % at 6.8 µM; HEK293 hcDAF-12 lit1-tk-luc reporter, luminescence; 0% DMSO, 100% Δ7-dafachronic acid; AID 652067;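 active = activation above the mean of all tested compounds plus 3 SD, cut at about 5.5% in these data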;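 also: 100% = response to 3 µM Δ7-dafachronic acid high control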
hgDAF12 agonist: hgDAF-12 agonism, primary luciferase screen. HEK293 GAL4-hgDAF12 UAS-luciferase reporter, agonist luminescence; normalized to butyrate control. activation, % at 6.8 µM. 370,000 tested, 1.8% active;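 active = activation above a cutoff set at the mean of all screened compounds plus 3 SD, cut at about 10% in these data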;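 also: 0% = DMSO wells and 100% = sodium butyrate wells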
SMARCA2 activ: increases SMARCA2 function in MMTV reporter cells; MG213 cells, MMTV-luciferase reporter, dexamethasone, overnight; activation, % at 9.1 µM; 370,000 tested, 1% active; in the data active = activation above about 7.8%;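 also: 0% = vehicle wells and 100% = reference activator wells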
DAX1 inh-2: DAX1 (NR0B1) inhibition, primary screen; HEK293T StAR-luciferase reporter, SF-1/DAX-1 repression relief; inhibition, % at 6.8 µM; 370,000 tested, 1.1% active; AID 652010;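 active = inhibition above the mean over all tested compounds plus 3 SD, cut at about 3.6% in these data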;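 also: 0% = DAX-1 cells with DMSO and 100% = cells lacking DAX-1 with DMSO; higher inhibition means more luminescence from relief of DAX-1 repression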
ADAM17 inh: inhibitors of human ADAM17; P78536; recombinant ADAM17, EDANS/DABCYL FRET peptide cleavage; inhibition, % at 6.95 µM; 370,000 tested, 0.83% active; AID 720648;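 active = inhibition above the mean of compounds lying between control limits plus 3 SD, set per campaign, cut at about 8.5% in these data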;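 also: 0% = DMSO-only wells as the low control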
ssDAF12 agonist: activators of S. stercoralis DAF-12 nuclear receptor; HEK293 ssDAF-12/GRIP1 lit1-tk-luc reporter, luminescence; % of 3 µM dafachronic acid response; activation, % at 6.8 µM; 370,000 tested, 1% active;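 active = activation above the mean over all tested compounds plus 3 SD, cut at about 0.9% in these data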;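 also: 0% = DMSO-only wells and 100% = 3 µM delta7-dafachronic acid wells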
NPR1 activator: GC-A (human) enzyme activation; HEK293 GC-A cells, cGMP TR-FRET, EC30 ANP; 0% at EC30 ANP, 100% saturating ANP; P16066; AID 1671463; activation, % at 10 µM; 370,000 tested, 0.14% active; in the data active = activation above about 40%
ADAM10 inh: inhibits human ADAM10 | 370,000 tested, 0.62% active | inhibition, % at 7 µM | AID 720582 | recombinant ADAM10, EDANS/DABCYL FRET peptide cleavage, 3 h;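 active = inhibition above a per-campaign cutoff equal to the mean of compounds falling between control-based bounds plus 3 SD, cut at about 20% in these data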;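 also: 0% = DMSO wells while the 100% control is not disclosed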
Target sequence (O14672 214-748 limits assumed): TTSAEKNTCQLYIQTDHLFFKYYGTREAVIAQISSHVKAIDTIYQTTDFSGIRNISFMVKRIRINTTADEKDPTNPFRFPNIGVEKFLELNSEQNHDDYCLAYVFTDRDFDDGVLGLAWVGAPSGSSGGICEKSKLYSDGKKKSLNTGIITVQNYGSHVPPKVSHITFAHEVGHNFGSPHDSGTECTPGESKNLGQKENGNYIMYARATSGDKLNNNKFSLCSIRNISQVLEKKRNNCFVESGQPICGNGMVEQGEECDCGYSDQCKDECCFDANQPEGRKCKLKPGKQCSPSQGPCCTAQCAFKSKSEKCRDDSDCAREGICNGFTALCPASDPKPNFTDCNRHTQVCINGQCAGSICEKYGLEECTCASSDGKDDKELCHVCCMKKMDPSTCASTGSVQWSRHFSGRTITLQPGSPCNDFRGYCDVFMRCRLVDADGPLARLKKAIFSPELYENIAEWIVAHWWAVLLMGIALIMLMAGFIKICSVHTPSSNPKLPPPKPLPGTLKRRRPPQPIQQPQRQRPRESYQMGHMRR
* marks the source's active call; other numbers are inactive results; i = inactive; · = no result given; & = joins results of further samples.

SMILES	DAX1 inh-1	FXN GAA850 act	PG9 binder	hcDAF-12 act	hgDAF12 agonist	SMARCA2 activ	DAX1 inh-2	ADAM17 inh	ssDAF12 agonist	NPR1 activator	ADAM10 inh
CN(C)CCCN1c2ccccc2Sc2ccccc21	-0.9	0.7	-4.5	-1.4	1.6	-5.0	1.5	2.0	-0.9	-29.0	1.0
Cc1cc(C)nc(/N=C(\N)Nc2ccc(S(N)(=O)=O)cc2)n1	0.3	1.9	-1.9	0.6	1.4	-0.9	0.0	-1.9	-1.0	0.7	2.5
CC(=O)O[C@]1(C(C)=O)CC[C@H]2[C@@H]3C=C(Cl)C4=CC(=O)[C@@H]5C[C@@H]5[C@]4(C)[C@H]3CC[C@@]21C	-0.4&0.6	-1.4&-3.7	-2.1&0.1	-2.0&-2.8	-2.9&0.5	-8.3&-5.2	0.3&0.1	-2.2&-1.7	-1.9&-1.6	-5.7&-4.9	-7.1&-6.2
N=C(N=C(N)N)N1CCOCC1	0.4	0.2	-1.3	-1.6	-0.6	-3.7	0.2	-1.7	-0.9	-0.4	2.8
Cc1coc2c1C(=O)C(=O)c1c-2ccc2c1CCCC2(C)C	-1.0	0.1	-1.2	0.1	0.4	0.9	-1.0	-12.6	-0.9	-2.3	-54.2
CCCCCCCCO	-0.1	-2.4	-0.8	2.7	-1.0	4.2	0.0	-3.1	-1.8	1.9	-0.8
O=C1N(c2ccccc2)c2ccccc2C1(Cc1ccncc1)Cc1ccncc1	1.2	0.9	0.8	-1.3	-2.6	-4.3	-0.7	-1.8	-1.1	-17.9	-4.0
COc1ccccc1OCC(O)COC(N)=O (centres undefined)	2.1	2.0	-0.1	-2.3	3.6	-2.7	0.7	-4.7	-1.3	0.6	-7.2
CCCn1ncc(CN2CCCC(C(=O)c3cccc(OC(C)C)c3)C2)c1C (centres undefined)	0.5	1.2	0.0	-0.2	-1.5	0.0	-0.6	-6.1	-1.4	-4.4	-7.7
COc1ccc(CN(CCN(C)C)c2ccccn2)cc1	-1.6&-0.1&0.4	-1.2&0.6&0.6	0.0&-0.9&-0.8	-2.2&-1.5&-3.0	-2.0&-1.1&1.1	-0.7&-7.6&-1.6	0.5&-0.9&0.8	-5.9&-4.9&-4.4	-1.3&-1.0&-1.4	-10.9&-5.7&-7.8	-7.0&-9.6&0.8
CCOc1ccc(S(=O)(=O)N2CCCCCC2)c2ccccc12	-0.5	-0.2	-0.4	-1.8	-0.1	-4.6	0.6	5.6	-1.4	-0.3	-1.3
O=C(Cn1ccnc1[N+](=O)[O-])NCCO	·	-1.0	-2.0	-2.2	1.0	-1.5	-0.3	-0.7	-1.1	-0.3	13.3
COc1c(O)cc2c(c1O)C1OC(CO)C(O)C(O)C1OC2=O (centres undefined)	1.7	-0.6	-0.6	3.6	-1.4	-7.9	-0.5	-5.8	-1.3	2.7	-4.9
CC(=O)N1C[C@H](O)C[C@H]1C(=O)O	0.6	3.1	2.1	-1.4	-0.5	-5.1	2.4	1.8	-1.3	2.3	-9.3
CC(C)Cn1cnc2c1c(=O)n(C)c(=O)n2C	-0.7	0.5	-1.6	-0.5	-1.0	-4.4	-0.5	3.1	-0.6	2.2	13.4
CC1=NN(c2ccccc2)C(=O)C1	-1.4	-0.6	-1.9	2.0	3.4	-6.6	-0.3	1.1	-0.2	0.3	7.8
CC1(C)OC2CC3C4CC(F)C5=CC(=O)C=CC5(C)C4(F)C(O)CC3(C)C2(C(=O)CO)O1 (centres undefined)	0.3	0.4	-0.7	-0.8	-3.7	5.7	0.3	2.6	-1.1	-3.6	1.1
CC(=O)NCCCCCC(=O)O	·	0.8	-0.1	-0.1	-1.4	-4.2	1.1	-7.1	-0.9	0.4	-5.8
CN(C)C/C=C(/c1ccc(Br)cc1)c1cccnc1	-0.5	2.3	0.7	-0.8	0.5	-2.8	0.0	0.6	-1.7	-1.8	0.2
C[C@]12CC[C@H]3[C@@H](CCC4=CC(=O)CC[C@@]43C)[C@@H]1CC[C@@H]2C(=O)CO	0.2	0.2	-2.3	-1.2	-4.6	-9.1	-0.9	-2.5	-1.3	0.6	-5.5
C[C@H](CCC(=O)O)[C@H]1CC[C@H]2[C@@H]3[C@@H](O)C[C@@H]4C[C@H](O)CC[C@]4(C)[C@H]3CC[C@]12C	0.5	-0.8	-1.4	-0.6	-1.9	0.1	-0.2	2.0	-1.1	1.6	-1.9
Nc1cc(-c2ccncc2)c[nH]c1=O	-0.8	1.2	-4.5	-1.2	-1.8	-2.0	0.3	-20.9	-1.2	-1.2	-52.1
O=C(O)[C@@H]1[C@H]2C[C@H]3c4[nH]c5ccccc5c4CCN3C[C@@H]2CC[C@@H]1O	-0.3	-1.8	-4.7	1.6	2.8	6.5	0.0	-20.6	-0.8	1.4	-70.5
O=c1cc[nH]c(=O)[nH]1	-0.2	-0.1	-2.4	-2.9	1.0	-0.1	1.2	-4.5	-2.0	4.6	3.0
c1ccc2c(CC3=NCCN3)cccc2c1	-0.3	0.3	-0.2	0.1	-1.6	2.5	0.3	2.3	-1.0	0.9	2.4

Exported with values under each structure: five of the compounds above
The line under a structure holds: DAX1 inh-1 | FXN GAA850 act | PG9 binder | hcDAF-12 act | hgDAF12 agonist | SMARCA2 activ | DAX1 inh-2 | ADAM17 inh | ssDAF12 agonist | NPR1 activator | ADAM10 inh
Cc1coc2c1C(=O)C(=O)c1c-2ccc2c1CCCC2(C)C
    -1.0 | 0.1 | -1.2 | 0.1 | 0.4 | 0.9 | -1.0 | -12.6 | -0.9 | -2.3 | -54.2
CCCCCCCCO
    -0.1 | -2.4 | -0.8 | 2.7 | -1.0 | 4.2 | 0.0 | -3.1 | -1.8 | 1.9 | -0.8
O=C1N(c2ccccc2)c2ccccc2C1(Cc1ccncc1)Cc1ccncc1
    1.2 | 0.9 | 0.8 | -1.3 | -2.6 | -4.3 | -0.7 | -1.8 | -1.1 | -17.9 | -4.0
COc1ccccc1OCC(O)COC(N)=O (centres undefined)
    2.1 | 2.0 | -0.1 | -2.3 | 3.6 | -2.7 | 0.7 | -4.7 | -1.3 | 0.6 | -7.2
CCCn1ncc(CN2CCCC(C(=O)c3cccc(OC(C)C)c3)C2)c1C (centres undefined)
    0.5 | 1.2 | 0.0 | -0.2 | -1.5 | 0.0 | -0.6 | -6.1 | -1.4 | -4.4 | -7.7

Continuation.
SMILES	DAX1 inh-1	FXN GAA850 act	PG9 binder	hcDAF-12 act	hgDAF12 agonist	SMARCA2 activ	DAX1 inh-2	ADAM17 inh	ssDAF12 agonist	NPR1 activator	ADAM10 inh
C=C1c2cccc(O)c2C(=O)C2C(=O)[C@]3(O)C(=O)C(C(N)=O)C(=O)[C@@H](N(C)C)[C@@H]3[C@@H](O)[C@H]12 (some centres undefined)	0.3	18.4*	-0.1	-0.6	0.8	-5.4	0.5	-7.7	-1.9	-0.2	-30.2
Nc1ccc(C(=O)Nc2ccccc2N)cc1	22.7*	13.5*	-0.1	10.3*	66.9*	0.2	15.9*	-4.3	1.6*	2.9	-7.4
COc1cncc(C#Cc2ccccn2)c1	·	·	0.0	1.5	10.1	-3.9	1.8	1.5	-0.7	0.1	-16.8
C/C=C/C=N\NC(=O)c1ccncc1	1.2	1.3	-1.2	2.3	5.1	8.2*	0.5	-3.6	-0.3	-1.9	2.9
Cc1onc(-c2ccccc2Cl)c1C(=O)N[C@@H]1C(=O)N2[C@@H]1SC(C)(C)[C@@H]2C(=O)O	0.3&2.1	-3.8&0.4	0.7&1.2	-1.4&-1.7	-1.2&3.4	-2.9&-1.7	0.2&-0.4	5.0&-0.8	-1.5&-1.4	1.7&4.0	-10.9&1.7
COc1cc(N)c(Cl)cc1C(=O)NC1CCN(CCCOc2ccc(F)cc2)CC1OC (centres undefined)	·	·	·	-3.8	-2.1	-6.0	0.4	3.5	-1.1	-2.5	11.8
CC(=O)[C@H]1CC[C@H]2[C@@H]3C[C@H](C)C4=CC(=O)CC[C@]4(C)[C@H]3[C@@H](O)C[C@]12C	-0.3	3.6	-1.0	-2.2	-4.7	-6.3	-0.2	-7.2	-1.7	-3.1	-5.7
Cc1nc2c3ccccc3nc(NNC(=O)CCC(=O)N3CCN(c4ccccc4)CC3)n2n1	0.6	2.2	-0.5	0.2	2.2	-1.1	-0.4	1.4	-0.9	-4.7	1.9
O=C(O)COC(=O)Cc1ccccc1Nc1c(Cl)cccc1Cl	-0.8	-1.4	-1.0	0.2	-0.7	-0.7	-0.1	-4.5	-1.4	3.1	2.0
CC1(C)O[C@H]2CC(=O)OCC23[C@H]2CC[C@@]4(C)[C@H](c5ccoc5)OC(=O)[C@H]5O[C@]54[C@]2(C)C(=O)C[C@@H]13 (some centres undefined)	1.5	1.4	-0.8	0.0	-0.6	0.0	0.2	-2.0	-0.5	4.6	-5.1
CCOC(=O)C1(CCOc2ccccc2)CCN(Cc2ccc(O)c(Cl)c2)CC1	0.4	0.5	0.7	-1.4	-1.8	0.7	-0.7	4.4	-1.5	-5.5	6.6
Cc1nnc(NS(=O)(=O)c2ccc(N)cc2)s1	-0.6	0.6	-0.1	-0.2	-1.2	-4.0	-1.4	-6.1	-1.2	8.0	-7.5
CC1=C(C(=O)O)N2C(=O)[C@@H](NC(=O)[C@H](N)c3ccc(O)cc3)[C@H]2SC1	-0.1	-0.4	1.3	1.8	-0.8	-5.0	-0.4	-4.8	-0.8	1.2	-17.2
CCC[C@H](N[C@@H](C)C(=O)N1[C@H](C(=O)O)C[C@@H]2CCCC[C@@H]21)C(=O)OCC	0.4	0.4	-0.8	-1.9	-4.5	-3.4	0.5	-1.5	-1.1	3.0	-10.2
CC(C)=CC(=O)O[C@@H]1Cc2cc3ccc(=O)oc3cc2OC1(C)C	-0.6	2.5	-1.3	-1.1	-2.4	-0.5	-0.4	-76.6	-1.4	-11.0	-338.3
COc1nc(C)nc(Cl)c1NC1=NCCN1	1.9&3.0	0.3&-0.4	-3.5&-0.3	-1.2&-1.0	1.2&-3.0	0.0&-5.3	-0.1&0.2	-6.8&-8.2	-1.1&-0.4	2.7&0.1	-9.1&-2.3
O=C1NCC2(CCN(CCc3ccccc3)CC2)O1	-0.2	0.0	-2.1	1.1	-1.2	0.1	-0.4	-3.7	-0.8	4.3	1.2
COc1cc2nc(N3CCN(C(=O)C4COc5ccccc5O4)CC3)nc(N)c2cc1OC (centres undefined)	0.4	0.2	-1.0	-0.1	-0.6	-1.5	-0.2	-268.0	-1.7	5.5	i
C[C@H]1c2cccc(O)c2C(=O)C2C(=O)C3(O)C(=O)C(C(N)=O)C(=O)[C@@H](N(C)C)[C@@H]3[C@@H](O)[C@@H]21 (some centres undefined)	-0.1	14.2*	-2.2	-0.8	-2.5	-8.1	-0.6	-1.3	-0.9	7.3	-7.1
CCCOc1ccccc1-c1nc2n[nH]nc2c(=O)[nH]1	-0.3	-1.0	0.9	-1.7	0.9	0.1	1.9	-0.1	-1.3	4.7	2.9
NC(=O)NC(CCC(=O)O)C(=O)O (centres undefined)	3.0	0.2	0.1	-0.7	2.5	0.4	2.5	-1.4	-0.9	2.0	-8.0
NS(=O)(=O)c1cc2c(cc1C(F)(F)F)NC(Cc1ccccc1)NS2(=O)=O (centres undefined)	-0.4	-0.7	0.1	-1.0	1.1	-5.6	0.2	-26.0	-0.8	-2.2	-93.1

Screening results: PubChem BioAssay, several laboratories

An excerpt (hit frequency here may not be typical).
